Screens as filed in PubChem.
TCR act: T cell receptor activation; primary human leukocytes, anti-CD3, IL-2 HTRF, 48 h; Potency, µM (titrated, usually from 9.22 µM), for the others: top-dose activation of IL-2 secretion, most hits filed as activators; 330,000 tested, under 10 active; AID 504894; note: % of control where 0% means no effect
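1) Mix primary human leukocytes, a-CD3 beads and compound. 2) Incubate 48 hr. 3) Add HTRF IL-2 reagents (a-IL-2-K, a-IL-2-d2).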
TRPV1 ag: activates the human vanilloid receptor TRPV1; Q8NER1; TRPV1-expressing cells, Fluo-8 calcium influx, agonist mode; activation, % at 8.33 µM; actives 0.19% (n = 320,000); in the data active = activation above about 80%; inconclusive = between about 30% and that limit; note: 0% is about no effect
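Cells expressing TRPV1 were dye-loaded with Fluo-8 and read kinetically: 10 s baseline, 3 min after compound (agonist portion), then 2 min after EC20 capsaicin (allosteric enhancer portion). Calcium-bound dye fluorescence at 480/520 nm.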
A-T KAP1 phos: candidate therapy for ataxia-telangiectasia | […] A-T fibroblasts, KAP-1 phosphorylation AlphaLISA; neocarzinostatin DNA damage 30 min before lysis | Potency, µM (doses to about 57.5 µM), without a hit: at the top dose activation, hits mostly activators | actives 0.19% (n = 320,000); note: potency is the fitted concentration of half-maximal effect; % of control where 0% means no effect; nearly all actives have a fitted effect of over 45% in size
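hTERT-immortalized A-T patient fibroblasts ([…]), 500 cells/well in OPTI-MEM, 1% FBS, got compounds for 60 min, then NCS for 30 min at 37C. Lysates were then assayed for phospho-KAP-1 by AlphaLISA (anti-pKAP1 donor, anti-KAP1 acceptor beads), 6 hr at 25C.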
Mito fusion act: blocks mitochondrial division or promotes mitochondrial fusion; S. cerevisiae fusion-defective mutant growth rescue, CellTiterGlo 48 h; Potency, µM (series often up to 46.1 µM), for inactives: at the highest dose growth rescue (activation), most hits filed as activators; actives 0.23% (n = 320,000); AID 485298;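 note: potency is the fitted concentration of half-maximal effect; % of control where 0% means no effect; nearly all actives have a fitted effect of over 45% in size; temperature-sensitive fusion mutants such as fzo1-1 at 37 °C on non-fermentable ethanol glycerol medium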
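Read-out: ATP-based luminescence (CellTiterGlo, 10 min ambient) reporting growth of fusion-defective ts yeast after 48 hours at 37C on glycerol/ethanol YPEG medium in the presence of compound.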
ELG1 DNA repair: blocks ELG1-dependent DNA repair in HEK293T cells; actives 2.3% (n = 330,000); HEK293T ELG1-luciferase reporter, luminescence, 16 h; DNA damage induced by 5-fluorouridine; Potency, µM (top dose mostly 46.1 µM), for the others: at the top dose activity change, negative = inhibition, most hits filed as inhibitors; note: potency is the fitted concentration of half-maximal effect; % is set by controls: 0 for no effect and ±100 for the full control effect; nearly all actives have a fitted effect of over 55% in size
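Quantitative HTS, concentration-response format. 2,000 cells/well co-treated with 5-fluorouridine and compound, 16 hr in 5% CO2 at 37 °C; ONE-Glo luminescence read after 30 min.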
hERG WT inh: KCNH2 (human, wildtype) channel inhibition; Q12809; U2OS, BacMam KCNH2, thallium flux FluxOr; active compounds read low; activity change, % at 1.84 µM; actives 0.37% (n = 340,000); AID 720551;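 active = maximum activity change below -70%; inconclusive = maximum activity change between -70% and -50%; inactive = maximum activity change above -50%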; note: % is set by controls: 0 for no effect and ±100 for the full control effect
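U2OS cells transduced with wild-type KCNH2 virus are loaded with FluxOr dye for 45 min, and thallium flux is measured in kinetic reads before and after stimulation buffer. Rate constants are normalized to DMSO controls.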
Eya2 phos inh: Eya2 (human) phosphatase inhibition; recombinant Eya2, OMFP fluorescence dephosphorylation (OMFP is methylfluorescein phosphate); Potency, µM (top dose mostly 76.9 µM), without a hit: at the highest dose activity, negative = inhibition, actives largely listed as inhibitors; actives 0.006% (n = 330,000); note: potency is the fitted concentration of half-maximal effect; % is set by controls: 0 for no effect and ±100 for the full control effect
Target sequence (O00167 whole entry, looked up): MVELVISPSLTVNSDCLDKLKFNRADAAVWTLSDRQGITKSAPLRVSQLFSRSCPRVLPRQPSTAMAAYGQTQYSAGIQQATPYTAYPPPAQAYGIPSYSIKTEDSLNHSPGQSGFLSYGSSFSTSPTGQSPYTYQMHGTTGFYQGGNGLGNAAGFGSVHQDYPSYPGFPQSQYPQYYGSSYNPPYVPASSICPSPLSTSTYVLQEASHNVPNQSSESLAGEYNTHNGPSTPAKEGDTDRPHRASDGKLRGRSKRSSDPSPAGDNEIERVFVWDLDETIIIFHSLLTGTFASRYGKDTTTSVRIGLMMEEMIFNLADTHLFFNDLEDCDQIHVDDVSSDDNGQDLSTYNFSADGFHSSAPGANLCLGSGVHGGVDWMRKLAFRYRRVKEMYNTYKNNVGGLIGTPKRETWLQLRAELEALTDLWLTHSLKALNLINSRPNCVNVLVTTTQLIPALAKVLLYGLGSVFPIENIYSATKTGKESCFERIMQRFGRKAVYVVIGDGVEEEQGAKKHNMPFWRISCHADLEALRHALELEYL
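Eya2 (0.2 uM) preincubated 10 min at ambient with compound, then OMFP substrate added at 50 uM; 10 min reaction in 50 mM HEPES pH 7.5, 50 mM NaCl, 5 uM MgCl2, 0.05% BSA, 1 mM DTT. Fluorescence read at Ex 485/Em 525 nm.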
TSHR antag: blocks TSH signaling through the human TSH receptor | TSHR-expressing cells, TSH-stimulated cAMP HTRF, 2 h; active compounds read low | actives 0.2% (n = 330,000) | P16473 | activity change, negative = inhibition, % at 11.5 µM;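 active = activity change below a set negative limit, meaning inhibition stronger than a set level, cut at about -70% in these data; inconclusive = activity change between two set negative limits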; note: % is set by controls: 0 for no effect and ±100 for the full control effect
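Read-out is FRET at 665 nm (cryptate excitation 337 nm) from a cryptate-tagged anti-cAMP antibody, competed by cell cAMP against cAMP-d2. Compounds are tested on freshly harvested TSHR cells challenged with 4nM TSH (EC80) for 2 hours at 37 deg C.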
USP2a inh: USP2a (human) protease inhibition; O75604; USP2 core, Ub-CHOP2 coupled fluorogenic reporter, 485/531; Potency, µM (titrated, usually from 38.3 µM), for the others: top-dose activity change, negative = inhibition, most hits filed as inhibitors; actives 0.01% (n = 330,000); AID 463254;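 note: potency is the fitted concentration of half-maximal effect; plate controls were DMSO wells for no effect and full inhibition by NEM control for full effect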
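Cell-free coupled assay: 10nM USP2 core preincubated 30min RT with compound in Tris-HCl pH 8.0/CaCl2/CHAPS buffer, then 25nM Ub-CHOP2 and 25nM reporter substrate; fluorescence (Ex 485/Em 531) read after 60min RT, normalized to NEM inhibition, concentration-response curves fitted.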
KCNH2 3.1 block: KCNH2 3.1 (human) potassium channel inhibition. U2OS KCNH2 3.1, thallium flux FluxOr; active compounds read low. activity change, % (tested at about 1.8 µM). actives 0.95% (n = 340,000). AID 720553;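 active = maximum activity change below -70%; inconclusive = maximum activity change from -70% to -50%; inactive = maximum activity change above -50%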;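 note: thallium influx rate constant from kinetic fluorescence after stimulation buffer; % is set by controls: 0 for no effect and ±100 for the full control effect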
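Measured as rate of thallium-driven FluxOr signal in transduced U2OS cells carrying the 3.1 channel, read kinetically for 2 min upon stimulation; values are rate constants scaled to DMSO control wells.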
* hit, by the source's call; ? = inconclusive; / = not tested or not shown; & = joins results of further samples; [ ] = dose if it differs, or a comment. Unless noted, calls come from the whole dose curve; as a rule, active = well fitted curve in the direction sought with a large enough effect; inconclusive = small, poorly fitted or top-dose-only effect, or another doubt; inactive = no such curve, though single readings can be large; an effect the other way counts as inactive or inconclusive. Only part of the results is shown, so the mix of outcomes need not match the whole.

SMILES | TCR act | TRPV1 ag | A-T KAP1 phos | Mito fusion act | ELG1 DNA repair | hERG WT inh | Eya2 phos inh | TSHR antag | USP2a inh | KCNH2 3.1 block
O=C(O)CCCCCNC(=O)C(=O)C1C(=O)Nc2ccccc21 (stereo not drawn) | -2% | 1 | 5% | -1% | 12% | -4 | 1% | 5 | 4% | 16
Cc1ccc(N2CCCn3c2cc(C)c(C#N)c3=O)cc1Cl | -5%[46.1 µM] | 4 | 3% | -7% | ? | -7 | -17% | -9 | -1% | 2
O=C(COC(=O)CCCN=C1NS(=O)(=O)c2ccccc21)NC(=O)NC1CCCC1 | -1% | -6 | -2% | 0% | 6% | -4 | 5% | -2 | 1% | -11
CCOC(=O)C1=C(C)NC(C)=C(C(=O)OCC)C1c1ccc([N+](=O)[O-])s1 | -4% | 5 | -4% | 15% | ? | -1&5 | 7% | 12 | 1% | -2&-14
CC(=O)Nc1ccc(Nc2nc(-c3ccccc3)nc3ccccc23)cc1 | 4% | -1 | -1% | -4% | ? | 7 | -9% | -13 | -2% | 33
CCc1nc(NCCc2ccccn2)c2nnn(Cc3ccccc3F)c2n1 | 8% | ? | -3% | 15% | ? | 4 | -8% | -4 | 1% | 0
Cc1cc(C(=O)N/N=C/c2cccc(OC(=O)c3cccc(Br)c3)c2)n[nH]1 | -2% | 1 | 5% | 4% | ? | -151* | -1% | -9 | 0% | -191*
COc1ccc(C(=O)CC(=O)c2ccccc2O)cc1OC | -2% | -3 | 2% | 1% | ? | 6 | 5% | -14 | 0% | 11
Cc1ccc(C)c(-c2csc(N)c2C(=O)OC(C)C)c1 | 9% | -4 | / | 12% | -13% | -12 | -11% | -18 | -6% | -3
COCCNC(=O)C(c1ccc(C)o1)N(Cc1ccccc1)C(=O)Cn1nnc2ccccc21 (stereo not drawn) | -20% | 3 | 16% | 3% | -19% | -10 | 0% | 7 | 1% | 3
CN(Cc1nc(-c2cnccn2)no1)CC1CCN(Cc2ccccc2)CC1 | 9% | -2 | -7% | -14% | -7% | 0 | 2% | 8 | 0% | 6
Cc1cc2ccccc2c(=O)n1CC(=O)NCC(=O)N(C)C1CCCCC1 | 0% | -1 | 8% | 8% | -1% | 6 | 10% | 0 | 5% | 6
OCC1(CO)COC2(CCCC2)N1 | 3% | 0&-2 | -4%&-3% | 0%&4% | 2%&-5% | 22 | 15%&-2% | 13&7 | 0%&0% | 4
Cc1ccc(C)c(NS(=O)(=O)c2ccc3oc(=O)ccc3c2)c1 | 9% | 4 | 3% | 14% | -1% | -2 | -16% | -6 | 2% | 11
COc1ccc(NC(=O)c2cc(=O)[nH]c(=O)[nH]2)cc1S(=O)(=O)Nc1ccccc1Cl | 2% | -2 | -1% | 8% | -9% | 1 | -23% | -2 | 0% | 5
CCc1ccc(NC(=O)CC2C(=O)N(c3ccc(C)cc3)C(=O)N2C2CC2)cc1 (stereo not drawn) | -3% | 2 | 2% | 1% | -4% | -11 | -5% | 10 | 2% | -19
O=C(c1ccccc1)C(CCC(CN1CCOCC1)C(=O)c1ccccc1)CN1CCOCC1 (stereo not drawn) | 2% | 18 | 35µM* | -20% | ? | 3 | -11% | -32 | 5% | -9
Cc1c(NC(=O)CCSc2ccc(Cl)cc2)c(=O)n(-c2ccccc2)n1C | -2% | -2 | 2% | -4% | -19% | -4 | -7% | 10 | 3% | -3
CCOC(=O)c1cc(S(=O)(=O)Nc2ccc(F)cc2F)cn1C | -3% | 5 | 3% | 7% | -11% | -11 | 2% | -9 | 1% | 6
O=C(COC(=O)c1cc[n+]([O-])cc1)NCC12CC3CC(CC(C3)C1)C2 | -1% | -1 | -2% | 3% | 1% | -5 | 11% | 25 | 2% | -18
Cc1cccc(C)c1OCc1cc(C(=O)N2CCCC2c2nonc2C)no1 (stereo not drawn) | -1% | 1 | 2% | 3% | ? | 0 | -2% | 39 | -9% | 2
Cc1cc(C)c(NC(=O)CC(=O)c2ccccc2)c(Cl)c1 | -1% | 9 | -7% | -1% | 28% | 0 | -3% | 7 | -4% | -12
Cc1ccc(C)c(NC(=S)c2nc3ccccc3s2)c1 | ? | 1 | -3% | -10% | ? | -13 | 0% | -8 | -3% | 15
O=C(c1cccc(N2CCCC2=O)c1)N1CCN(c2cccc(Cl)c2)CC1 | -2% | -3 | 2% | 3% | ? | 9 | -8% | -4 | 3% | 1
COc1ccc(S(=O)(=O)N2CCC3(CC2)OCCN3S(=O)(=O)c2c(C)cc(C)cc2C)cc1 | 10% | 1 | -5% | 12% | -15% | -19 | -4% | / | 5% | -20
COc1ccc(S(=O)(=O)Nc2cccc(-c3ccc(N4CCCCCC4)nn3)c2)cc1OC | 4% | -2 | -6% | -9% | 18% | -7 | -3% | -13 | 5% | 10
O=P(O)(CN1CCCCCC1)C1Cc2ccccc2C1 | / | -1 | 16% | -4% | 0% | / | 1% | 35 | 4% | /
COc1cc(C(=O)NC2CC(C)(C)CC(C)(C)C2)ccc1OC1CCN(C(C)=O)CC1 | 6% | 2 | 1% | 5% | 3% | -10 | 0% | -9 | -1% | -11
COC(=O)c1ccc2nc(Nc3nc4ccc(F)cc4s3)sc2c1 | 0%[46.1 µM] | -2 | 21% | 19% | ? | 2 | -11% | ? | 1% | -20
NS(=O)(=O)c1cc2c(cc1Cl)NC(C(Cl)Cl)NS2(=O)=O (stereo not drawn) | 3% | -1 | -4% | -4% | 7% | -3 | 2% | 10 | -2% | 9
CCc1ccc(C(=O)COC(=O)c2nn(C)c(=O)c3ccccc23)cc1 | -3% | -5 | -3% | 0% | 3% | -11 | -6% | -3 | -5% | -9
CC(C(=O)Nc1cc(Cl)cc(Cl)c1)N1CCCC1 (stereo not drawn) | 1% | 12 | 0% | 0% | 6% | 3 | 2% | -4 | 0% | -4
CCOC(=O)c1cnc(SC)nc1NCCOC | 2% | 1 | 1% | -6% | 6% | -15 | -10% | 0 | 4% | -5
CCCn1nc(NC(=O)c2ccncc2)c2cc3ccccc3nc21 | -2% | ? | 13% | 5% | ? | 4 | -8% | -21 | 0% | -10
CC(C)CC(c1nnnn1C1CCCCC1)N1CCN(c2ncccn2)CC1 (stereo not drawn) | / | -1 | 6% | ? | 0% | -2 | 6% | -15 | 1% | -8
CCCCCCNC(=O)C(C#N)c1nc2ccccc2nc1N1CCCC1 (stereo not drawn) | 2% | 0 | 0% | 0% | -1% | -5 | ? | 7 | ? | -3
C[C@@H]1COC(=O)[C@H](Cc2ccc(F)cc2)C/C=C\C[C@@H](CC(=O)NCCO)C(=O)N1 | 0% | / | 4% | / | 8% | 0 | 9% | 2 | 4% | -2
CC1CCCC(C)N1C(=O)COc1ccccc1F (stereo not drawn) | 1% | 0 | 2% | 2% | -3% | 23 | 4% | -6 | 0% | 8
C=CCNC(=O)c1onc(CSc2cccc(C)c2)c1C(=O)O | -9% | 0 | -4% | 4% | -3% | 1 | -7% | 0 | 0% | 1

Some of these compounds in order of molar mass, falling.
SMILES | TCR act | TRPV1 ag | A-T KAP1 phos | Mito fusion act | ELG1 DNA repair | hERG WT inh | Eya2 phos inh | TSHR antag | USP2a inh | KCNH2 3.1 block
COc1ccc(S(=O)(=O)N2CCC3(CC2)OCCN3S(=O)(=O)c2c(C)cc(C)cc2C)cc1 | 10% | 1 | -5% | 12% | -15% | -19 | -4% | / | 5% | -20
CC(C)CC(c1nnnn1C1CCCCC1)N1CCN(c2ncccn2)CC1 (stereo not drawn) | / | -1 | 6% | ? | 0% | -2 | 6% | -15 | 1% | -8
O=C(c1cccc(N2CCCC2=O)c1)N1CCN(c2cccc(Cl)c2)CC1 | -2% | -3 | 2% | 3% | ? | 9 | -8% | -4 | 3% | 1
Cc1cccc(C)c1OCc1cc(C(=O)N2CCCC2c2nonc2C)no1 (stereo not drawn) | -1% | 1 | 2% | 3% | ? | 0 | -2% | 39 | -9% | 2
Cc1ccc(C)c(NC(=S)c2nc3ccccc3s2)c1 | ? | 1 | -3% | -10% | ? | -13 | 0% | -8 | -3% | 15
O=P(O)(CN1CCCCCC1)C1Cc2ccccc2C1 | / | -1 | 16% | -4% | 0% | / | 1% | 35 | 4% | /
CC(C(=O)Nc1cc(Cl)cc(Cl)c1)N1CCCC1 (stereo not drawn) | 1% | 12 | 0% | 0% | 6% | 3 | 2% | -4 | 0% | -4
